# Rac1 wt GTP bind = wildtype Rac1 GTP binding modulators, primary screen, biochemical, GST-Rac1 beads, flow cytometry, multiplex | Ras-related C3 botulinum toxin substrate 1 (Homo sapiens), P63000 | AID 757, 2007 | fluorescent GTP binding; actives lie on both sides; 0 = cold GTP competed, 100 = untreated | GTP binding activity (% of control), % at 10 µM | hit rate 0.27% among 190,000;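 active means GTP binding activity at least 20 points away from the 100% control level, either lower or higher; inconclusive means compound flagged as likely green fluorescent, judged across all proteins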
# Pf gametocyte = late stage P. falciparum gametocyte viability inhibitors, primary screen, ATP luminescence, HTS | inhibition, % at 10.9 µM | P. falciparum stage V gametocytes, 24 h | hit rate 0.065% among 150,000;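 active means inhibition above the mean plus 3 SD of compounds within the control limits, set per campaign, cut at about 38% in these data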;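 further: 0% = DMSO wells and 100% = medium only without gametocytes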
# Rab7 wt modul = modulators of GTP binding to Rab7, primary screen, biochemical, wildtype, multiplex bead flow cytometry. GST-Rab7 beads, fluorescent GTP binding; actives lie on both sides; untreated = 100%, excess cold GTP = 0%. GTP binding activity (percent of control), % at 10 µM. hit rate 0.055% among 190,000. AID 758, 2007;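 active means fluorescent GTP binding to Rab7 beads changed by at least 20 points from the 100% baseline, either direction, mostly lower; inconclusive means compound itself probably fluorescent, or too few beads counted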;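 further: median green fluorescence of bound Bodipy-FL-GTP per Rab7 bead population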
# Mcl-1 Bim block = inhibitors of Bim peptide binding to Mcl-1, primary screen, biochemical, bead-based flow cytometry, multiplex; Bim peptide-Mcl-1 binding; inhibition, % at 10 µM; hit rate 0.1% among 190,000; in the data active means inhibition above about 40%;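 further: 0% = no compound tracer wells and 100% = peptide blocker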
# Target sequence (Q07820 whole entry, looked up): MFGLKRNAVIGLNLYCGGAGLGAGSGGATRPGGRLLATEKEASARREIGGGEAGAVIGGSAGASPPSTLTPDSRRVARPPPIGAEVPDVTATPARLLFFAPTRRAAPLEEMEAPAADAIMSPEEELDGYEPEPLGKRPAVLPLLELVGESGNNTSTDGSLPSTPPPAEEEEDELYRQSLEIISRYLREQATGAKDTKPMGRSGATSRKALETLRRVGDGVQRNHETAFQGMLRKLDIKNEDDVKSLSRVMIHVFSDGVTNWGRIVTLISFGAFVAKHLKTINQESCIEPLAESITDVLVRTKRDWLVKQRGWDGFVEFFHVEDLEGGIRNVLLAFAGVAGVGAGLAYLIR
# Cdc42 wt = modulators of GTP binding to wildtype Cdc42, primary screen, biochemical, multiplex bead flow cytometry, Bodipy-GTP. Cell division control protein 42 homolog (Homo sapiens), P60953. GST-Cdc42 beads; actives lie on both sides. percent activity (GTP binding), % at 10 µM. hit rate 0.2% among 190,000. AID 761, 2007;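 active means percent activity GTP binding at least 20 points away from the 100% baseline, either down as inhibitor or up as activator; inconclusive means compound flagged as likely green fluorescent from well-wide comparison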;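 further: median bead fluorescence of bound Bodipy-FL-GTP at 100 nM; 0% = excess unlabeled GTP control and 100% = no compound control; below 100% means less GTP binding so inhibitor and above means activator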
# HRas wt GTP bind = modulators of GTP binding to HRas wildtype, primary screen, biochemical, bead-based flow cytometry, multiplex; GTPase HRas (Homo sapiens), P01112; hit rate 0.14% among 190,000; GTP binding activity, % at 10 µM; GST-Ras wt beads, Bodipy-FL-GTP binding; actives lie on both sides;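 active means GTP binding activity at least 20% away from the 100% baseline, either lowered as inhibitor or raised as activator; inconclusive means flagged as likely green fluorescent, judged across all proteins in the well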;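 further: 0% = unlabeled GTP competition control and 100% = no-compound control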
# Target sequence (P01112 whole entry, looked up): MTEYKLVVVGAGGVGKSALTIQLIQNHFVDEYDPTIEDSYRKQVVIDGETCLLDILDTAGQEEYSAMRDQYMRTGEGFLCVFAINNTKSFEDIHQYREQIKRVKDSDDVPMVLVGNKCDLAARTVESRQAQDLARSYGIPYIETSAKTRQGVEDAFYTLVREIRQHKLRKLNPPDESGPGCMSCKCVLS
# Rac1 mut GTP = GTP binding modulators of activated mutant Rac1, primary screen, biochemical, bead-based flow cytometry, multiplex, fluorescent GTP | Ras-related C3 botulinum toxin substrate 1 (Homo sapiens), P63000 | GST-Rac1 activated beads; actives lie on both sides; 100% means binding = to untreated wells | percent activity (GTP binding), % at 10 µM | hit rate 0.11% among 190,000 | AID 764, 2007;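 active means GTP binding at least 20 percentage points away from the 100% baseline, in either direction, so actives lie on both sides; inconclusive means Compound likely fluorescent itself, or too few beads counted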
# Mcl1-Noxa inh = Mcl-1/Noxa binding inhibitors, primary screen, biochemical, TR-FRET, 1536-well; Induced myeloid leukemia cell differentiation protein Mcl-1 (Homo sapiens), Q07820; TR-FRET Mcl-1/Noxa peptide binding, 2 h; inhibition, % at 21.7 µM; hit rate 1.5% among 220,000; AID 1022, 2008;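 active means compounds that cut the protein-peptide binding signal by more than 50% relative to plate controls in a single-dose test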;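 further: His-tagged Mcl-1 with rhodamine Noxa BH3 peptide and terbium anti-His antibody; 0% = Mcl-1 plus Noxa peptide wells and 100% = peptide-only wells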
# Rab2A wt mod = modulators of GTP binding to Rab2A wildtype, primary screen, biochemical, dog, bead-based flow cytometry, multiplex; Ras-related protein Rab-2A (Canis lupus familiaris), P61105; GST-Rab2 wt beads, Bodipy-GTP binding; GTP binding activity, % at 10 µM; hit rate 0.19% among 190,000; AID 760, 2007;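 active means GTP binding activity at least 20 points away from 100%, either lowered or raised; inconclusive means signal likely due to the compound's own green fluorescence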;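 further: 0% = beads with excess unlabeled GTP and 100% = no-compound control corrected for plate trend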
# RGS8-Gao = RGS8-Galphao binding modulators, primary screen, biochemical, multiplexed bead flow cytometry. Guanine nucleotide-binding protein G(o) subunit alpha (Homo sapiens), P09471. actives lie on both sides. response (percent of control binding), % at 10 µM. hit rate 0.34% among 220,000. AID 1423, 2008; in the data active means response below about 60% or above about 140%; inactive means in between;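 further: Galphao activated as the GDP aluminium fluoride complex binding bead-coupled RGS8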
# Target sequence (P09471 whole entry, looked up): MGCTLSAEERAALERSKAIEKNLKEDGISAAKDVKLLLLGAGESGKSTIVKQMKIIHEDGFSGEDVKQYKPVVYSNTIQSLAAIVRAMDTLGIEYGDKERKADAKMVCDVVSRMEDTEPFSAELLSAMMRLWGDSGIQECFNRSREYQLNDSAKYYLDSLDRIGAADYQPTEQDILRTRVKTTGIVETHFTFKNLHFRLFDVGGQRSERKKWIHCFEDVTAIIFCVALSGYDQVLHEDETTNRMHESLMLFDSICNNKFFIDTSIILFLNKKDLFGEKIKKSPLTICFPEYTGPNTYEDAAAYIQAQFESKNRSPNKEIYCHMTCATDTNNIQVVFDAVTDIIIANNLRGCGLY
# Mcl1-Bid inh = Mcl-1/Bid binding inhibitors, primary screen, biochemical, TR-FRET, 1536-well | Induced myeloid leukemia cell differentiation protein Mcl-1 (Homo sapiens), Q07820 | TR-FRET Mcl-1/Bid-Dy647 peptide binding | inhibition, % at 21.7 µM | hit rate 0.97% among 220,000 | AID 1021, 2008;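 active means compounds that cut the binding signal by more than half at the single screening dose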;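 further: His-tagged Mcl-1 with europium anti-His antibody binding Bid BH3 peptide; 0% = Mcl-1 plus peptide wells and 100% = peptide-only wells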
# Active calls of the source: *; u = inconclusive; x = not tested or not shown. Compounds were not picked by outcome; any-hit rate near 2.9%.
# Results follow in this order: Rac1 wt GTP bind, Pf gametocyte, Rab7 wt modul, Mcl-1 Bim block, Cdc42 wt, HRas wt GTP bind, Rac1 mut GTP, Mcl1-Noxa inh, Rab2A wt mod, RGS8-Gao, Mcl1-Bid inh
COc1cccc(N=Nc2c(=O)[nH]n3c(C)cc(C)nc23)c1
→ 105, 3, 100, -3, 99, 101, 102, 42, 96, 101, -53
CCCCC(=O)NC1(C(F)(F)F)C(=O)N(CC(C)C)C2=C1C(=O)CC(C)(C)C2 (stereo not given)
→ 105, x, 104, -1, 105, 106, 102, 10, 104, 99, -27
Cc1nnc(SC(C)C(=O)Nc2ccc(S(=O)(=O)NC3CCCCC3)cc2)s1 (stereo not given)
→ 108, 1, 101, 0, 101, 102, 97, 3, 99, 100, -3
O=C(CSCc1c[nH]c(=O)[nH]c1=O)OCC(=O)c1ccc(Br)cc1
→ 97, x, 102, 0, 100, 99, 95, -2, 99, 104, -21
CCOC(=O)c1sc(NC(=O)CSc2nc3ccccc3s2)c(C(=O)OCC)c1C
→ 105, x, 101, 0, 102, 100, 96, 16, 99, 71, -7
Cc1nc(-c2ccc(C(=O)N3CCOCC3)cc2)cs1
→ 107, 33, 102, -5, 105, 100, 101, 12, 101, 99, 1
N#Cc1ccccc1OCC(=O)OCC(=O)N1CCN(C(=O)c2ccco2)CC1
→ 98, 38, 106, 0, 98, 99, 96, 10, 103, 101, -13
Fc1ccc2nc(-c3ccccc3)nc(SCc3nnc(-c4ccccc4)o3)c2c1
→ 102, x, 96, -1, 98, 96, 96, -30, 95, 101, -23
O=C1C=CC(=O)N1Nc1ccc(Br)cc1
→ 102, 0, 97, -5, 101, 99, 99, 9, 99, 103, -6
Cc1nn(C)c(Oc2cccc(Cl)c2)c1C(=O)Nc1ccc(F)cc1F
→ 98, x, 103, -1, 98, 100, 98, 13, 101, 103, -1
CCOC(=O)c1ccc2nc(NC(=O)c3ccco3)sc2c1
→ 102, x, 97, 10, 101, 99, 100, 14, 99, 101, -2
O=C(NC12CC3CC(CC(C3)C1)C2)c1ccc(-c2ccccc2Cl)o1
→ 107, x, 100, -3, 103, 104, 103, 11, 103, 99, -17
CCOc1ccc(CCNC(=O)c2cc3sccc3n2CC)cc1OCC
→ 93, -4, 92, -5, 93, 94, 93, -6, 92, 100, -1
CCOc1ccc(N/C(C)=C\C(=O)c2ccc3c(c2)OCCO3)cc1
→ 98, 11, 100, -2, 101, 95, 97, 26, 97, 100, -18
CN1CCN(C(=O)CSc2nc(-c3ccco3)cc(C(F)(F)F)n2)CC1
→ 96, 19, 101, 0, 93, 95, 94, 14, 98, 106, -16

# Compound profiles, as listed above. Order of values: Rac1 wt GTP bind | Pf gametocyte | Rab7 wt modul | Mcl-1 Bim block | Cdc42 wt | HRas wt GTP bind | Rac1 mut GTP | Mcl1-Noxa inh | Rab2A wt mod | RGS8-Gao | Mcl1-Bid inh
# Profile of O=C1C=CC(=O)N1Nc1ccc(Br)cc1 → 102 | 0 | 97 | -5 | 101 | 99 | 99 | 9 | 99 | 103 | -6
# Profile of CCOC(=O)c1ccc2nc(NC(=O)c3ccco3)sc2c1 → 102 | x | 97 | 10 | 101 | 99 | 100 | 14 | 99 | 101 | -2

# Additional entries.
# Results follow in this order: Rac1 wt GTP bind, Pf gametocyte, Rab7 wt modul, Mcl-1 Bim block, Cdc42 wt, HRas wt GTP bind, Rac1 mut GTP, Mcl1-Noxa inh, Rab2A wt mod, RGS8-Gao, Mcl1-Bid inh
O=C1CSC(c2ccccc2Cl)N1 (stereo not given)
→ 101, -4, 101, 2, 95, 99, 93, 19, 100, 100, -20
COc1ccc(NC(=O)C(C)N2c3cccc4cccc(c34)S2(=O)=O)cc1 (stereo not given)
→ 107, -14, 100, 0, 100, 100, 99, -2, 102, 106, -26
Cc1ccc2nc(SCC(=O)NC(=O)NCc3ccco3)[nH]c2c1
→ 97, x, 95, 0, 97, 100, 95, 1, 97, 99, -33
COc1cc(NC(=O)c2ccc(COc3ccccc3Br)o2)cc(OC)c1OC
→ u, x, u, 1, u, u, u, 29, u, 112, 14
O=c1[nH]c2ccccc2s1
→ 103, x, 100, -2, 100, 100, 100, -7, 99, 79, 4
CCOC(=O)c1nc(Nc2cccc(C)c2)c2ccccc2n1
→ 94, 5, 105, 0, 93, 97, 94, 12, 98, 94, -12
O=C(CCS(=O)(=O)c1ccc(Br)s1)NCc1ccc2c(c1)OCO2
→ 106, x, 99, 0, 101, 101, 100, -8, 100, 101, -3
Cc1cc(C)n(C(=O)CCN2C(=O)c3ccccc3C2=O)n1
→ 101, x, 103, 1, 98, 99, 98, 6, 102, 101, -20
COc1cc(/C=N/OCC(=O)NC23CC4CC(CC(C4)C2)C3)ccc1OCc1ccccc1
→ 98, -37, 95, 0, 93, 97, 98, 8, 95, 91, 12
COC(=O)c1cc(Br)c(=O)n(CCN2CCOCC2)c1
→ 105, x, 102, 0, 104, 103, 100, -3, 101, 104, -4
COc1ccnc(-n2cccc2C#N)c1C#N
→ 99, x, 98, 0, 98, 96, 95, 9, 98, 100, -5
CC1CCN(C(=O)COC(=O)[C@H](C)NS(=O)(=O)/C=C/c2ccccc2)CC1
→ 109, -20, 105, -4, 106, 104, 101, -6, 105, 100, -19
CSCC[C@H](NC(=O)C1CCCC1)c1nc2ccccc2[nH]1
→ 98, 7, 95, -7, 97, 93, 94, -6, 96, 99, -31
Cc1ccc(C(C)(C)C)cc1S(=O)(=O)NC(=O)c1ccccc1
→ 92, 15, 97, -2, 94, 95, 94, 30, 93, 99, -6
Cc1c(C(=O)N2CC(C)OC(C)C2)sc2nc(-c3ccc(F)cc3)cn12 (stereo not given)
→ 106, 15, 98, -2, 108, 105, 103, 6, 109, 97, -21

# In another format: 5 of the compounds above.
molecule,Rac1 wt GTP bind,Pf gametocyte,Rab7 wt modul,Mcl-1 Bim block,Cdc42 wt,HRas wt GTP bind,Rac1 mut GTP,Mcl1-Noxa inh,Rab2A wt mod,RGS8-Gao,Mcl1-Bid inh
COc1cc(/C=N/OCC(=O)NC23CC4CC(CC(C4)C2)C3)ccc1OCc1ccccc1,98,-37,95,0,93,97,98,8,95,91,12
COC(=O)c1cc(Br)c(=O)n(CCN2CCOCC2)c1,105,x,102,0,104,103,100,-3,101,104,-4
COc1ccnc(-n2cccc2C#N)c1C#N,99,x,98,0,98,96,95,9,98,100,-5
CC1CCN(C(=O)COC(=O)[C@H](C)NS(=O)(=O)/C=C/c2ccccc2)CC1,109,-20,105,-4,106,104,101,-6,105,100,-19
CSCC[C@H](NC(=O)C1CCCC1)c1nc2ccccc2[nH]1,98,7,95,-7,97,93,94,-6,96,99,-31

# Carrying on.
# Results follow in this order: Rac1 wt GTP bind, Pf gametocyte, Rab7 wt modul, Mcl-1 Bim block, Cdc42 wt, HRas wt GTP bind, Rac1 mut GTP, Mcl1-Noxa inh, Rab2A wt mod, RGS8-Gao, Mcl1-Bid inh
CCOC(=O)N1CCN(C(=O)c2cc(C)c3c(C)nn(-c4ccccc4)c3n2)CC1
→ 104, 18, 98, -1, 103, 101, 99, 8, 101, 100, -18
O=C1CC(N2CCOCC2)C(=O)N1Cc1ccc(N2CCCC2=O)cc1 (stereo not given)
→ 98, x, 96, -2, 100, 100, 97, -1, 97, 116, -12
COc1ccc(Br)cc1CNC(=O)C1CCCN(S(C)(=O)=O)C1 (stereo not given)
→ 106, x, 99, -5, 103, 99, 102, -4, 100, 92, -6
O=C(NCc1ccccc1Cl)c1cccc(C(F)(F)F)c1
→ 101, 16, 99, -5, 98, 98, 98, 21, 99, 93, 33
O=C(Nc1cc(C(=O)N2CCCC2)ccc1N1CCCC1)C1CC1
→ 108, x, 103, 0, 103, 103, 99, -9, 101, 101, -26
COCCCNC(=O)Cn1c(=O)n(CCCCCC(=O)Nc2ccccc2)c(=O)c2sccc21
→ 103, -18, 101, -1, 99, 101, 100, -6, 100, 96, -10
CCOC(=O)c1cnn(CCOC(=O)C(C)(C)C)c1NC(=O)C(C)(C)C
→ 108, 0, 98, 0, 102, 100, 100, -16, 98, 101, -22
N#C/C(C(=O)N1CCCCC1)=C1/N=C(N)c2ccccc21
→ 102, -3, 99, -2, 94, 102, 101, -7, 100, 103, -28
CCOC(=O)c1nn(-c2cccc(Cl)c2)c(C)c1C(C)=O
→ 103, -35, 101, -20, 99, 101, 97, -4, 99, 95, 3
CC1=CC2=NC(=O)/C(=C\c3ccc(OC(=O)c4ccco4)cc3)C(=N)N2O1
→ 97, -7, 99, -3, 96, 98, 93, 30, 100, 98, 9
CCOc1cc(-n2nc(C)c(C#N)c2N)nc(SC)n1
→ 98, 4, 95, -5, 98, 98, 99, 3, 96, 99, -2
COc1ccccc1NC(=O)C(=O)NCC1COc2ccccc2O1 (stereo not given)
→ 100, -8, 96, -2, 101, 102, 100, -18, 101, 96, -20
CCCCCCC(=O)N(O)C1CC(=O)N(c2ccc(C)cc2)C1=O (stereo not given)
→ 96, 10, 96, -5, 100, 98, 96, 44, 102, 102, -10
CC(C)NC(=O)CC(c1ccccc1)c1cc(Br)ccc1O (stereo not given)
→ 101, x, 90, -2, 99, 97, 94, -1, 97, 100, -23

# Bioassay records: PubChem, several laboratories
